Screening data (PubChem)
HIV fusion peptide: inhibitors of HIV fusion peptide binding, primary screen, biochemical, uHTS, fluorescence dequenching (AID 1986). cell-free peptide binding, fluorescence dequenching, 30 min; higher % means a stronger effect. one-dose inhibition, % at 20 µM; IC50 in µM for titrated hits. actives 0.3% (n = 290,000); in the data active = inhibition mostly above about 52%, no sharp cut-off; inactive = mostly below about 76%; note: some results filed as inactive read as strong as hits
NOD2 inhibition: NOD2 signaling inhibitors, cell-based, luminescence, uHTS, HEK293 (AID 1566) | HEK293 NOD2/NF-kB luciferase reporter, luminescence; higher % means a stronger effect | inhibition, % at 4 µM; hits with a dose series show EC50 in µM | actives 0.63% (n = 290,000); note: many of its hits are not listed in these tables
NOD1 NF-kB reporter: NOD1 signaling inhibitors, primary screen, cell-based, luminescence, uHTS (AID 1578) | NOD1-driven NF-kB luciferase reporter cells, luminescence; higher % means a stronger effect | inhibition, % at 4 µM; hits with a dose series show EC50 in µM | actives 1% (n = 290,000); in the data active = inhibition mostly above about 36%, no sharp cut-off; inactive = mostly below about 34%;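 note: HEK-293T reporter cells stimulated with the NOD1 agonist gamma-tri-DAP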
Myeloid diff MLP: induction of myeloid progenitor differentiation, primary screen, cell-based, flow cytometry, MLPCN library; ER-HoxA9 myeloid progenitors, lysozyme-GFP differentiation; calls only at 10 µM; actives 1% (n = 360,000);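 active = normalized GFP-positive differentiation at or above the plate's own cutoff, the solvent-only control mean plus 3 SD; inconclusive = no clear call, values can overlap the other calls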;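 note: cells exposed to compound for four days before flow analysis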
GPR35 antagonists: GPR35 antagonists blocking zaprinast-driven arrestin recruitment, primary screen, imaging, U2OS, beta-arrestin-GFP, zaprinast agonist (AID 2058); G-protein coupled receptor 35 (Homo sapiens); U2OS GPR35 beta-arrestin-GFP translocation imaging, zaprinast antagonism; higher % means a stronger effect; inhibition, % at 10 µM, or IC50 in µM where a hit was titrated; actives 0.052% (n = 290,000);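 active = inhibition of at least 50% with at least 30 cells and total cytoplasm GFP at most 10,000,000; inconclusive = under 30 cells or total GFP of 10,000,000 plus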
KOR beta-arrestin-1: KOR agonists, beta-arrestin recruitment, primary screen, cell-based, luminescence, uHTS (AID 1777) | activation, % at 10 µM, or EC50 in µM where a hit was titrated | KOR beta-arrestin recruitment, luminescence; higher % means a stronger effect | actives 0.02% (n = 280,000) | Kappa-type opioid receptor (Homo sapiens); in the data active = activation above about 50%, passing the limit was not always enough; note: a part of the inactive calls stands beside numbers as strong as those of hits
GPR55 beta-arrestin: GPR55 agonists via beta-arrestin recruitment, primary screen, imaging, U2OS cells, beta-arrestin-GFP redistribution (AID 1961); actives 0.048% (n = 290,000); U2OS GPR55 beta-arrestin-GFP redistribution imaging; higher % means a stronger effect; G-protein coupled receptor 55 (Homo sapiens); activation, % at 10 µM, or EC50 in µM where a hit was titrated;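 active = activation above 40% with more than 50 cells counted in the well; inconclusive = wells holding fewer than 50 cells, flagged as toxic or sparse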;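 note: U2OS osteosarcoma cells stably expressing GPR55 and beta-arrestin-GFP; plate controls were DMSO negative control for no effect and LPI positive control for full effect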
GPR55 LPI antagonism: GPR55 antagonists blocking LPI-driven arrestin recruitment, primary screen, imaging, U2OS, beta-arrestin-GFP, LPI agonist (AID 2013); G-protein coupled receptor 55 (Homo sapiens); U2OS GPR55 beta-arrestin-GFP translocation imaging, LPI antagonism; higher % means a stronger effect; inhibition, % at 10 µM; hits with a dose series show IC50 in µM; actives 0.13% (n = 290,000);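 active = spots per cell inhibited over 60%, with over 100 cells counted and total cytoplasm intensity under 500,000; inconclusive = wells with under 100 cells, flagged as likely toxic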;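 note: U2OS cells stably carrying GPR55 and arrestin-GFP stimulated by 5 µM LPI near EC80; imaged beta-arrestin-GFP aggregate spots per cell after agonist stimulation; plate controls were LPI-stimulated DMSO wells for no effect and DMSO wells without LPI for full effect; some results filed as inactive read as strong as hits; confirmed hits need IC50 under 10 µM and bright autofluorescent wells are also inconclusive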
KOR beta-arrestin-2: KOR antagonists, beta-arrestin recruitment, cell-based, luminescence, uHTS (AID 1778) | KOR beta-arrestin recruitment, luminescence, antagonist mode; higher % means a stronger effect | Kappa-type opioid receptor (Homo sapiens) | actives 0.091% (n = 290,000) | one-dose inhibition, % at 10 µM; IC50 in µM for titrated hits; note: strong numbers were not always called active
Myeloid diff MLP GFP+ MAC1+ %: second read-out of Myeloid diff MLP, no call of its own (marks repeat the call); GFP+ MAC1+ double positive, %; measured here: differentiation confirmed by MAC1 staining
* marks the source's active call; other numbers are inactive results; i = inactive; ? = inconclusive; . = no result given; [ ] = another dose, or the depositor's remark. Cut-off read from the data, not from the text of the source, unless noted: active = inhibition above about 50%; inactive = the rest. Only part of the results is shown, so the mix of outcomes need not match the whole.

No.	compound	HIV fusion peptide	NOD2 inhibition	NOD1 NF-kB reporter	Myeloid diff MLP	Myeloid diff MLP GFP+ MAC1+ %	GPR35 antagonists	KOR beta-arrestin-1	GPR55 beta-arrestin	GPR55 LPI antagonism	KOR beta-arrestin-2
1	CCN(CC)CCN(C(=O)/C=C/c1cccs1)c1nc2ccc(C)cc2s1	-0.4%	-1%	-43%	?	.	-4%	16%	3.5%	1%	-25%
2	Cc1ccc(CCNC(=O)c2cc(S(=O)(=O)N3CCCC3)cn2C)cc1	-1.4%	16%	4%	i	2.5	1%	-5.7%	-0.1%	-9%	-20%[20 µM]
3	CCOc1ccccc1Nc1ccc(C(=O)O)cc1NC(C)=O	-1.0%	16%	3%	i	0.7	8%	-5.3%	-0.1%	12%	-11%
4	CCOC(=O)N1CCN(CCC(=O)Nc2ccc(OC(F)(F)F)cc2)CC1	0.4%	8%	-21%	i	0.6	-1%	-3.0%	-0.2%	-5%	-21%
5	Cc1ccc(NC(=S)Nc2cccc3ccccc23)cc1	0.6%	-22%	-27%	i	0.7	-6%	2.9%	0.4%	-16%	-25%
6	CCCc1cc(-c2[nH]ncc2-c2ccc(C(=O)OCC)o2)c(O)cc1O	0.4%	-2%	56%	i	4.5	5%	11%	-0.2%	-3%	-46%
7	CCc1nn(CC(=O)NCCCc2ccccc2)c(=O)c2cc3cc(F)ccc3n12	-0.2%	13%	-10%	i	3.5	10%	22%	0.3%	3%	16%
8	CN1CCN(C(=O)c2c(O)c3cccc4c3n(c2=O)CC4)CC1	-1.8%	7%	-3%	i	1.0	8%	-4.9%	-0.2%	1%	-7%
9	CCn1c(SCC(=O)Nc2nc(C)cs2)nnc1-c1ccncc1	-0.8%	2%	16%	i	0.9	-2%	2.1%	-0.2%	-1%	7%
10	O=C1c2ccccc2C(=O)N1CCCCN(C(=O)c1cc([N+](=O)[O-])ccc1Cl)c1ccc(Cl)cc1	-0.5%	9%	-36%	i	0.6	0%	1.2%	-0.5%	16%	34%
11	Cc1onc(-c2c(Cl)cccc2Cl)c1C(=O)N/N=C(\N)COc1ccc(Cl)cc1	-3.8%	-15%	72%*	i	1.9	-8%	-5.7%	-0.3%	0%	-8%
12	Cc1ccccc1S(=O)(=O)Cc1ccc(C(=O)N2CCN(c3ccc(F)cc3)CC2)o1	0.3%	4%	5%	i	2.3	-3%	-1.2%	0.0%	21%	12%
13	COCCn1c(=NC(=O)c2cccs2)sc2cc(NC(C)=O)ccc21	1.1%	13%	-22%	i	0.1	6%	-3.7%	-0.3%	10%	4%
14	CCOC(=O)Cn1c2ccccc2n2nc(CCC(=O)O)c(=O)nc12	-1.3%	1%	-3%	i	0.5	30%	-0.2%	-0.1%	10%	-36%[20 µM]
15	Cc1cc(C)cc(NC(=S)N2CCN(C(=O)c3ccco3)CC2)c1	-0.3%	3%	-25%	i	1.4	-6%	-1.1%	-0.1%	7%	26%
16	COc1ccc(CC(=O)OCC(=O)Nc2cc(S(=O)(=O)N3CCOCC3)ccc2N2CCCC2)cc1	-0.1%	-9%	-3%	i	0.2	-6%	3.0%	1.0%	-17%	-39%
17	Cc1ccc(-c2noc(CCCC(=O)Nc3cccnc3)n2)cc1	0.8%	5%	29%	i	0.6	16%	1.6%	1.0%	-4%	-42%
18	O=C(O)CC1Sc2nc3ccccc3n2C1=O (stereo unspecified)	2.4%	-1%	-16%	i	0.7	-2%	-0.2%	-0.1%	5%	-5%
19	Cc1cc(C)n(CCN(C)Cc2nc(Cc3ccccc3F)no2)n1	-1.6%	4%	-30%	i	0.4	2%	.	-0.1%	13%	-32%[20 µM]
20	Cc1cc(Cl)ccc1OCC(=O)N(Cc1ccco1)C1CCS(=O)(=O)C1 (stereo unspecified)	-1.0%	7%	5%	i	0.8	9%	1.7%	0.3%	14%	8%
21	CN(Cc1cccs1)C(=O)CSc1nnnn1C	4.1%	2%	-23%	i	0.4	-4%	3.6%	-0.1%	2%	0%
22	Cn1c(=O)c2c(nc3n2CCS3)n(C)c1=O	2.2%	22%	-23%	i	0.2	7%	.	0.6%	5%	-9%[20 µM]
23	C/C(=N\OC(=O)c1ccc(Cl)cc1)c1nccs1	-2.2%	0%	5%	i	0.6	-8%	2.0%	0.2%	12%	-5%
24	O=C(CS(=O)c1cccc(C(F)(F)F)c1)Nc1ccc(Cl)cc1Cl (stereo unspecified)	0.4%	5%	27%	i	0.6	4%	-0.3%	-0.3%	-9%	-35%
25	O=C(/C=C/c1ccc2c(c1)OCO2)c1ccco1	3.2%	-9%	2%	i	0.3	-25%	1.9%	-0.1%	0%	16%
26	COc1ccc(Nc2nc(C)cc(=O)[nH]2)cc1	-0.7%	-5%	5%	i	0.8	10%	-6.5%	0.0%	1%	13%
27	O=C(c1cccc(Cl)c1)C1CCCN(S(=O)(=O)c2ccccc2)C1 (stereo unspecified)	2.4%	29%	-12%	i	1.4	-2%	-0.3%	0.0%	7%	31%
28	CCCn1c(N)c(C(c2ccc(OC)cc2)N2CCN(c3ccccc3)CC2)c(=O)[nH]c1=O (stereo unspecified)	-0.7%	8%	10%	i	1.2	-1%	2.7%	-0.1%	6%	8%
29	COC(=O)c1sccc1S(=O)(=O)Nc1ccc(C)cc1	-0.6%	8%	-1%	i	0.2	-10%	0.1%	0.0%	5%	6%
30	CS(=O)(=O)N1CCN=C1SCc1ccc(Br)cc1	0.5%	10%	2%	i	1.1	1%	-1.8%	-0.2%	5%	22%

An excerpt from above in order of count of non-hydrogen atoms, smallest number first.
No.	compound	HIV fusion peptide	NOD2 inhibition	NOD1 NF-kB reporter	Myeloid diff MLP	Myeloid diff MLP GFP+ MAC1+ %	GPR35 antagonists	KOR beta-arrestin-1	GPR55 beta-arrestin	GPR55 LPI antagonism	KOR beta-arrestin-2
22	Cn1c(=O)c2c(nc3n2CCS3)n(C)c1=O	2.2%	22%	-23%	i	0.2	7%	.	0.6%	5%	-9%[20 µM]
30	CS(=O)(=O)N1CCN=C1SCc1ccc(Br)cc1	0.5%	10%	2%	i	1.1	1%	-1.8%	-0.2%	5%	22%
29	COC(=O)c1sccc1S(=O)(=O)Nc1ccc(C)cc1	-0.6%	8%	-1%	i	0.2	-10%	0.1%	0.0%	5%	6%
24	O=C(CS(=O)c1cccc(C(F)(F)F)c1)Nc1ccc(Cl)cc1Cl (stereo unspecified)	0.4%	5%	27%	i	0.6	4%	-0.3%	-0.3%	-9%	-35%

The list continues.
No.	compound	HIV fusion peptide	NOD2 inhibition	NOD1 NF-kB reporter	Myeloid diff MLP	Myeloid diff MLP GFP+ MAC1+ %	GPR35 antagonists	KOR beta-arrestin-1	GPR55 beta-arrestin	GPR55 LPI antagonism	KOR beta-arrestin-2
31	COc1ccc(NC(=O)CC(C(=O)O)N2CCCCC2)cc1 (stereo unspecified)	-1.7%	9%	2%	i	7.7	-3%	0.2%	-0.1%	-7%	11%
32	Cc1ccnc(N2CCC(C(=O)NNC(=O)c3ccccc3C)CC2)n1	-2.1%	12%	9%	i	6.7	13%	-0.2%	0.9%	-22%	12%
33	CC(c1ccco1)N(Cc1ccco1)C(=O)Nc1ccccc1 (stereo unspecified)	1.0%	7%	-7%	i	1.8	-3%	3.6%	-0.1%	8%	0%
34	CC(/C=C/c1ccccc1)=N\Nc1ccccc1[N+](=O)[O-]	-3.6%	-40%	-50%	i	0.3	1%	-1.8%	0.1%	4%	7%
35	CN(c1ccccc1)S(=O)(=O)c1cccc(NC(=O)c2ccncc2)c1	-2.5%	34%	8%	i	0.5	-6%	.	-0.1%	-12%	9%
36	Cc1c(CN(C)CCc2ccccc2)c(=O)n(-c2ccccc2)n1C	-1.4%	-2%	-11%	i	2.5	12%	5.3%	-0.2%	-8%	-31%
37	O=C(O)CCC1(c2ccccc2)NC(=O)NC1=O (stereo unspecified)	0.5%	16%	2%	i	0.3	-10%	1.7%	0.4%	-2%	15%
38	C=CCNC(=O)c1ccc(Cl)cc1Cl	1.0%	-4%	.	i	1.1	-2%	-2.1%	0.2%	4%	13%
39	COc1ccc(NC(=O)Cc2c(F)cccc2Cl)c(OC)c1	-0.3%	2%	-6%	i	0.4	-8%	-2.8%	-0.3%	10%	31%
40	Cc1cc(Nc2ccc(F)c(Cl)c2)n2ncnc2n1	0.6%	12%	-8%	i	2.2	11%	-4.4%	0.1%	2%	-10%
41	O=C(NCCO)c1ccccc1O	-2.9%	4%	-5%	i	0.5	16%	-0.1%	0.0%	-8%	4%
42	Cc1ccc(C(=O)CSc2nnc(-c3ccccc3)n2-c2ccccc2)o1	12%	10%	-34%	i	0.5	-11%	7.1%	0.8%	0%	25%
43	CCOC(=O)c1cccc(N2C(=O)C3C(C(=O)NC4CC4)C4(C)C=CC3(O4)C2C(=O)NC(C)(C)C)c1 (stereo unspecified)	-0.1%	9%	2%	i	0.5	-9%	-1.1%	-0.1%	6%	12%
44	COC(=O)C1(C)NC(c2ccc(O)cc2)C2C(=O)N(c3ccc(F)cc3)C(=O)C21 (stereo unspecified)	0.2%	-14%	0%	i	0.5	-1%	7.1%	-0.1%	-6%	-19%
45	CCOc1ccc(N2CC(C(=O)Nc3nnc(CC)s3)CC2=O)cc1 (stereo unspecified)	7.4%	-7%	-26%	i	0.9	-22%	2.0%	0.0%	-3%	-33%
46	CC(OC(=O)c1cc(S(=O)(=O)Nc2ccc(F)cc2)ccc1Cl)C(=O)Nc1ccc2c(c1)OCCO2 (stereo unspecified)	2.2%	-4%	-24%	i	0.7	-6%	-2.9%	1.9%	11%	-15%
47	CCc1nnc(NC(=O)CSc2nc(C)nc3c2c(=O)n(C)c(=O)n3C)s1	1.9%	20%	-16%	i	5.4	8%	6.3%	-0.1%	5%	18%
48	Cc1nn(Cc2ccccc2Cl)c2sc(C(=O)Nc3ccccc3N3CCOCC3)cc12	-1.4%	-14%	44%	i	0.3	-14%	3.5%	-0.3%	-8%	0%
49	COc1ccc2[nH]c(=O)c(CN(C)C(=O)c3ccncc3)cc2c1	1.3%	7%	-6%	i	7.5	-12%	1.6%	-0.2%	4%	-10%
50	Cc1c(Cl)cccc1NC(=O)CSc1sc2c(O)cc(=O)[nH]c2c1C#N	41%	-5%	-20%	i	0.8	11%	-5.7%	-0.2%	-4%	2%
51	CCCCc1ccc(NC(=S)N2CCN(C(=O)OCC)CC2)cc1	0.5%	2%	1%	i	0.8	7%	-6.1%	-0.1%	14%	16%
